# CSN inh – inhibitors of CSN-mediated cullin deneddylation, primary screen, biochemical, fluorescence polarization, uHTS. hit rate 0.38% among 360,000. inhibition, % at 12.5 µM. COP9 signalosome complex subunit 5 (Homo sapiens), Q92905. Purified CSN, SCF-Nedd8-OG deneddylation. AID 651999, 2013;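 active means pattern-corrected inhibition above about 35%, with an unprinted fluorescence ratio check between 0.5 and 1.5, limit read from the data, passing the limit was not always enough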;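 further: 0% = enzyme with substrate and 100% = substrate without enzyme; some results filed as inactive read as strong as hits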
#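 Test system: Human Csn5 produced in HEK293T cells | Compound: 12.5 µM single point | Times: 90 min, room temperature | Signal: Fluorescence polarization readout | Read-out basis: % inhibition of substrate cleavage by Csn5 | Controls: no-enzyme wells high, enzyme-with-substrate wells low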
# NadD inh – inhibitors of S. aureus NadD, primary screen, biochemical, colorimetric, uHTS; inhibition, % at 20 µM; purified NadD enzyme, colorimetric absorbance read-out; hit rate 0.78% among 360,000; in the data active means inhibition above about 26%; further: some compounds past the cut are filed as inactive
# LMPTP block – LMPTP phosphatase inhibitors, primary screen, biochemical, fluorescence intensity, uHTS; Low molecular weight phosphotyrosine protein phosphatase (Homo sapiens), P24666; recombinant LMPTP-A, OMFP fluorogenic substrate; inhibition, % at 20 µM; hit rate 0.22% among 360,000; AID 651560, 2012;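 active means compounds that cut the enzyme signal by at least half of the control window in the single-dose screen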;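 further: plate controls were DMSO wells with enzyme plus substrate for no effect and substrate without enzyme for full effect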
#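 Test system: LMPTP-A phosphatase enzyme; input: 0.625 nM LMPTP-A final; reagent: OMFP substrate, 400 µM final; compound dosing: 20 µM single dose, 3% DMSO; incubation: 50 min dark incubation at room temperature; measured by: endpoint fluorescence intensity from OMFP dephosphorylation; measure: % inhibition relative to no-enzyme and uninhibited control wells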
# Neddylation inh – inhibitors of cullin neddylation, primary screen, biochemical, TR-FRET, uHTS, NAE and Ubc12 | hit rate 0.58% among 360,000 | calls only at 25 µM | NEDD8-conjugating enzyme Ubc12 (Homo sapiens) + NEDD8-activating enzyme E1 regulatory …; in the data active means inhibition above about 36%
# SUMO1 PPI mod – modulators of SUMO1 protein-protein interactions, primary screen, biochemical, uHTS. Small ubiquitin-related modifier 1 (Homo sapiens), P63165. SUMO1 binding to a labelled peptide, TR-FRET, 1 h. inhibition, % at 20 µM. hit rate 0.33% among 360,000. AID 602429, 2012; in the data active means inhibition above about 37%
# Target sequence (P63165 whole entry, looked up): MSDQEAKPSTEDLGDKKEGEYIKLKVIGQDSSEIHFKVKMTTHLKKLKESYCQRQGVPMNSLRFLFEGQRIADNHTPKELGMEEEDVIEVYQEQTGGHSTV
# DNMT1 inh – human DNMT1 methyltransferase inhibitors, primary screen, biochemical, molecular beacon, fluorescence, HinP1I cleavage, uHTS. DNA (cytosine-5)-methyltransferase 1 (Homo sapiens), P26358. inhibition (reported as % activation of signal), % at 10 µM. hit rate 0.83% among 360,000. AID 588458, 2011; in the data active means inhibition above about 50%
# Rin1-Abl PPI inh – inhibitors of Rin1-Abl protein binding, primary screen, biochemical, TR-FRET | Tyrosine-protein kinase ABL1 (Homo sapiens) + Ras and Rab interactor 1 (Homo sapiens), … | inhibition, % at 7.35 µM | hit rate 0.4% among 360,000 | AID 588664, 2011; in the data active means inhibition above about 5%, passing the limit was not always enough
# Scp-1 inhibitor – Scp-1 phosphatase inhibitors, primary screen, biochemical, colorimetric, uHTS; inhibition, % at 20 µM; Recombinant Scp1, phosphopeptide, malachite green phosphate absorbance; AID 493091, 2011; Carboxy-terminal domain RNA polymerase II polypeptide A small phosphatase 1 (Homo …; hit rate 0.88% among 340,000;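 active means inhibition above about 50% at 20 µM, limit read from the data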;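 further: plate controls were DMSO wells with enzyme for no effect and wells lacking enzyme for full effect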
#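 Incubation: 45 min enzyme reaction at room temperature / System: truncated SCP-1 phosphatase (76-261aa) / Reagent: Phospho 17-mer peptide substrate / Buffer or medium: Acidic Tris acetate buffer with magnesium and detergent / Signal: absorbance at 630 nm / Doses: one concentration, 20 µM, with 1.0% DMSO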
# STEP inh – STEP phosphatase inhibitors, primary screen, biochemical, fluorescence intensity, uHTS; recombinant STEP, OMFP fluorogenic substrate; inhibition, % at 20 µM; hit rate 0.25% among 360,000; AID 588621, 2011;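 active means inhibition at 20 µM, scaled per plate between control wells, above about 37%, limit read from the data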;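 further: 0% = DMSO with enzyme and substrate and 100% = substrate only without enzyme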
# Target sequence (P54829 whole entry, looked up): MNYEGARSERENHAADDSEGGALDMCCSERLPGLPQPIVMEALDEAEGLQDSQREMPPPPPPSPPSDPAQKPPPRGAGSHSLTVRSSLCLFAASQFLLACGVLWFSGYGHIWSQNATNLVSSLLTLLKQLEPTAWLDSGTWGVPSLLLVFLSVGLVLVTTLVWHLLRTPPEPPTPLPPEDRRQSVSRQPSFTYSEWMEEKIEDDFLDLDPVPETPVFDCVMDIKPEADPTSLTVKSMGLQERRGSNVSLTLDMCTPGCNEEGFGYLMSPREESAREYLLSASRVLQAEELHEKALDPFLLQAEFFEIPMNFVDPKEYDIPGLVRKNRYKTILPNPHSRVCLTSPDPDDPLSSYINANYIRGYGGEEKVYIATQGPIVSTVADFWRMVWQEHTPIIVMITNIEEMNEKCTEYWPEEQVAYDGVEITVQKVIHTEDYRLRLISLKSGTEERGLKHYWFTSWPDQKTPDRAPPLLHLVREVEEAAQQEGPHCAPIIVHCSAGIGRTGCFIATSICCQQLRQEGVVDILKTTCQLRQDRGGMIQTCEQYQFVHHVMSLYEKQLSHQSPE
#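 material = STEP tyrosine phosphatase | reagent = fluorogenic phosphatase substrate OMFP at 25 µM final | doses = single compound dose of 20 µM, 1% DMSO final | schedule = 20 min reaction, room temperature, in the dark | measured by = fluorescence, 480/540 nm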
# Rpn11 block – Rpn11 (PSMD14) deubiquitinase inhibitors, primary screen, biochemical, fluorescence polarization, uHTS. 26S proteasome non-ATPase regulatory subunit 14 (Homo sapiens), O00487. human 26S proteasome, Ub4-pepOG fluorescence polarization; 20S core pre-blocked with epoxomicin. calls only at 20 µM. hit rate 0.59% among 360,000. AID 588493, 2011;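 active means inhibition at 20 µM, scaled to each plate's controls, above about 33%, limit read from the data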
# Target sequence (O00487 whole entry, looked up): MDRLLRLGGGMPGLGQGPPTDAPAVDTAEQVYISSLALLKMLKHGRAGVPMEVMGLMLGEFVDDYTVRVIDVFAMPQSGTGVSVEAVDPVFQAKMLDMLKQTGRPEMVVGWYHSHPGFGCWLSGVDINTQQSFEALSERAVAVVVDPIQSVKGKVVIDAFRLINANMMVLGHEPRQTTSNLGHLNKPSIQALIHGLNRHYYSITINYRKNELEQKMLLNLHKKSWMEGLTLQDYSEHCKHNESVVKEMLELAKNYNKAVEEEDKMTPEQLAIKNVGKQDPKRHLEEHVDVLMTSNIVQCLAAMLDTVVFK
# * hit, by the source's call; i = inactive; nt = not tested or not shown; + = active, no number. An unsorted share of the library; 3.8% or so of the library scored in one or more.
# Second line of a record: NadD inh	CSN inh	SUMO1 PPI mod	Rin1-Abl PPI inh	DNMT1 inh	Scp-1 inhibitor	STEP inh	Neddylation inh	Rpn11 block	LMPTP block
COC(=O)c1cc(=O)n2c(-c3ccc(OC)cc3)csc2n1
 : -3	6	-3	0	4	1	-3	i	i	-1.3
Cc1ccc(C)c(OCC(=O)N/N=C\c2cccn2C)c1
 : 1	-9	-2	4	7	5	0	i	i	2.4
COc1ccc(-c2cccc(C(=O)Nc3cccc(C(=O)O)c3)c2)cc1
 : -4	-13	10	1	-1	-15	-3	i	i	-0.1
Cc1cc(C)n(-c2nc(-c3ccccc3)cs2)n1
 : -15	3	1	-1	2	-9	0	i	i	1.6
Cc1ccc(N(Cc2cc3ccccc3[nH]c2=O)C(=O)c2cccs2)cc1
 : -1	-6	1	-1	-4	-9	-2	i	i	0.8
CN(C)/C=C(\C#N)S(=O)(=O)c1ccc(Cl)cc1
 : 7	-2	-2	4	-4	-5	-3	i	i	-1.8
C=CCOc1ccc(/C=C/C(=O)OCC(=O)NCCCc2ccccc2)cc1
 : 1	0	-6	1	-5	-9	3	i	i	0.6
N#Cc1cc(Oc2cccnc2)c(Oc2cccnc2)cc1C#N
 : -3	-3	0	1	12	5	-2	i	i	1.6
Cc1ccc(S(=O)(=O)Nc2ccc(N3CCN(C)CC3)nc2)cc1
 : -7	8	-7	1	0	3	-1	i	i	0.3
C=C(C)COc1ccc2c(C)c(CC(=O)N3C[C@H]4C[C@@H](C3)c3cccc(=O)n3C4)c(=O)oc2c1C
 : -1	7	1	3	2	15	0	nt	i	-1.4
C=CCN1C(=O)CSc2ccc(C(=O)NC(C)c3ccccc3)cc21 (stereo not drawn)
 : -15	-6	0	1	1	-6	2	i	i	-0.4
CCN1CCN(CCCNC(=O)CN2C(=O)c3cccnc3Oc3ccc(Cl)cc32)CC1
 : -7	1	4	3	-1	-1	-4	i	i	-5.1
C/C(=N\NC(=O)CCc1c(C)n[nH]c1C)c1ccc([N+](=O)[O-])cc1
 : -7	2	-30	-2	1	-5	-2	i	i	-1.8
COC(=O)c1ccc(NC(=O)C(C)N2C(=O)c3ccccc3C2=O)cc1 (stereo not drawn)
 : -2	1	-3	-4	-2	-2	-4	i	i	0.7
COc1cccc(OCc2cc(/C=N/n3cncn3)ccc2OC)c1
 : 4	-1	-4	-1	-30	-3	1	i	i	1.2
COc1cc(NS(C)(=O)=O)cc(OC)c1OC
 : -5	-15	3	2	1	-5	-1	i	i	0.8
COc1ccc(N(C)S(=O)(=O)c2cccc(C(=O)Nc3cc(OC)ccc3OC)c2)cc1
 : -11	-12	7	0	-10	-12	2	i	i	2.6
Cc1cc(C)c(C(=O)O)c(Cl)n1
 : -5	-3	-2	1	-2	-7	-2	i	i	-1.1
Cc1oc(-c2ccccc2F)nc1CSCC(=O)NC1CCC(C)CC1 (stereo not drawn)
 : 1	-3	-2	3	-1	-2	1	i	i	0.7
O=c1[nH]c(/C=C\c2cccc(F)c2)nc(O)c1[N+](=O)[O-]
 : -3	1	-9	2	-14	0	-1	i	i	-0.8

# Next records follow.
# Second line of a record: NadD inh	CSN inh	SUMO1 PPI mod	Rin1-Abl PPI inh	DNMT1 inh	Scp-1 inhibitor	STEP inh	Neddylation inh	Rpn11 block	LMPTP block
COc1cc(OC)cc(C(=O)NC(=S)N2CCCCC2c2cccnc2)c1 (stereo not drawn)
 : 3	2	2	3	-3	-1	1	i	i	0.1
Clc1ccc(-c2cc(C3CCNCC3)[nH]n2)c(Cl)c1
 : -5	-2	-1	2	1	-4	2	i	i	0.7
Cc1oc2c(c1C(=O)NCCO)CCCC2
 : 0	-3	4	0	-2	-2	-4	i	i	0.0
O=C(Cc1ccccc1)NNC1CC(=O)N(c2ccccc2)C1=O (stereo not drawn)
 : -4	2	1	3	0	-2	-2	i	i	-1.3
Cc1ccc(NC(=O)CNc2cccc(S(=O)(=O)N3CCCCC3)c2)cc1F
 : -7	-1	2	-1	-2	-6	0	i	i	1.5
CCc1ccc2c(c1)cc(C)c1nnc(SCC(=O)Nc3cc(OC)c(OC)cc3C(=O)O)n12
 : 1	2	2	-2	4	-12	6	i	i	-2.1
CCOc1cc(/C=C(/C#N)c2nc3ccccc3[nH]2)ccc1OCc1ccc(C(=O)O)o1
 : 17	3	12	0	14	45	13	+	i	2.2
N#Cc1ccc(CSc2nnc(NC(=O)C3CCCO3)s2)cc1 (stereo not drawn)
 : -4	0	1	-2	6	-1	3	i	i	1.8
Cc1cccc(NC(=O)CN2C(=O)S/C(=C\c3cc(C)n(C)c3C)C2=O)c1
 : 20	-5	-4	0	-15	-5	0	i	i	1.2
NS(=O)(=O)c1ccc(CCNC(=O)c2ccc3ccccc3n2)cc1
 : -5	-4	-3	-3	-1	-9	1	i	i	-0.6
CCOc1ccc2nc(-c3ccccc3)nc(SCC(=O)Nc3ncc(C)s3)c2c1
 : 27	-2	2	0	10	34	-1	nt	i	-1.0
CCN(CC)C(=O)CN(C#N)c1nc(C)cc(C)n1
 : -4	4	2	2	1	-4	-1	i	i	-1.0
O=C(C[n+]1cccc(/C=N/O)c1)N(Cc1ccccc1)Cc1ccccc1
 : -10	-3	-9	-1	0	-4	-2	i	i	-1.1
Cc1cccc2cc(CN(CC3CCCO3)S(=O)(=O)c3ccccc3)c(=O)[nH]c12 (stereo not drawn)
 : 4	0	0	1	0	-6	-2	i	i	-1.2
O=C(NCc1ccc(F)cc1)C1CCCN1C(=O)Nc1ccc(Cl)cc1 (stereo not drawn)
 : -4	-4	10	0	1	-7	-2	i	i	-1.3
Cc1cc(NC(=O)CSc2nnc(NCc3ccccc3)s2)no1
 : -1	4	14	2	18	-3	1	i	i	-0.4
COc1cccc(NCc2nnc(SCC(=O)NC3CCS(=O)(=O)C3)n2C2CCCCC2)c1 (stereo not drawn)
 : -2	4	-2	4	3	-1	-2	i	i	-0.4
O=C(NCC1CCCO1)C1CCCN(S(=O)(=O)c2ccc(F)cc2)C1 (stereo not drawn)
 : -4	0	-1	-2	2	2	-2	i	i	1.5
C=CCN(c1ccccc1OC)S(=O)(=O)c1ccc(Cl)c(C(=O)Nc2ccc(N3CCOCC3)cc2)c1
 : 5	-5	4	0	-4	1	-1	i	i	1.8
CCC(C)[C@H](NC(=O)C1CC(=O)N(c2ccc(OC)cc2)C1)C(=O)N1CCCCC1 (stereo partly drawn)
 : -2	3	-1	8	3	-5	7	i	i	0.6

# Structures shown so far that have a furan ring, fused or not, in the order listed:
# Second line of a record: NadD inh	CSN inh	SUMO1 PPI mod	Rin1-Abl PPI inh	DNMT1 inh	Scp-1 inhibitor	STEP inh	Neddylation inh	Rpn11 block	LMPTP block
Cc1oc2c(c1C(=O)NCCO)CCCC2
 : 0	-3	4	0	-2	-2	-4	i	i	0.0
CCOc1cc(/C=C(/C#N)c2nc3ccccc3[nH]2)ccc1OCc1ccc(C(=O)O)o1
 : 17	3	12	0	14	45	13	+	i	2.2

# Additional results follow.
# Second line of a record: NadD inh	CSN inh	SUMO1 PPI mod	Rin1-Abl PPI inh	DNMT1 inh	Scp-1 inhibitor	STEP inh	Neddylation inh	Rpn11 block	LMPTP block
O=C(Oc1ccc(=O)n(-c2ccccc2)n1)c1cccc(Cl)c1
 : -1	6	-2	0	1	2	-1	i	i	-0.3
O=C(/C=C/c1ccc(F)cc1)NC(=S)N1CCOCC1
 : 1	1	0	-1	3	-9	2	i	i	-0.4
Cc1cc(O)c(NC(=O)c2ccco2)cc1C
 : -3	3	2	1	0	-10	-1	i	i	-1.0
COc1cc2c(cc1OC)C1Cc3ccc(OC)c(OC)c3C[N+]1([O-])CC2 (stereo not drawn)
 : 0	1	0	2	7	-1	-3	i	i	-1.0
Cc1cc(O)c(CN(C)C)c2c1C(=O)/C(=C/c1ccco1)O2
 : -3	17	-6	-1	-1	-1	1	i	i	1.2
CC1Oc2ccccc2C=C1/C=N/NC(=O)c1ccncc1 (stereo not drawn)
 : -3	-4	-17	-7	0	-11	1	i	i	-0.2
COc1cc(=O)n(C)c2cc(N(C)C)ccc12
 : -1	-15	1	1	-4	0	-1	nt	i	-0.2
CCN1CCCC1CNS(=O)(=O)c1cccc(C(F)(F)F)c1 (stereo not drawn)
 : -1	-1	3	-5	0	4	-2	i	i	-3.1
CC1CCCC(C)N1C(=C(Cl)Cl)C(=C1SCCS1)[N+](=O)[O-] (stereo not drawn)
 : 2	-2	1	3	0	-5	1	i	i	7.3
COc1ccc(Nc2nnc(SC(C)C(=O)NC3CC3)s2)cc1 (stereo not drawn)
 : 0	1	4	1	2	-10	-1	i	i	1.1
COc1ccc(-c2nnnn2-c2ccc(F)cc2F)cc1
 : -9	7	2	-1	0	-1	0	i	i	-1.6
N#CSC(c1ccccc1)c1nc2ccccc2[nH]c1=O (stereo not drawn)
 : 1	7	-11	-1	16	-12	-1	i	i	2.0
CSc1nc2c(c(=O)n1-c1ccccc1)SCC2
 : -1	-1	-7	-2	2	-4	1	i	i	0.3
Cc1cc(C(=O)N/N=C/c2ccccc2[N+](=O)[O-])c(C)o1
 : -5	6	-18	0	2	-1	-1	i	i	0.2
COc1ccccc1N(CC(=O)N1CCCCCC1)S(C)(=O)=O
 : 7	0	0	0	1	-2	0	i	i	-0.9
O=C(Nc1ccccc1)c1ccc(CN2CCc3ccccc3C2)cc1
 : -1	-1	0	0	-2	-2	-2	i	i	1.1
C[C@@H](NC(=O)c1nc[nH]c1C(=O)N[C@@H](Cc1ccccc1)C(=O)OC(C)(C)C)c1ccccc1
 : -4	3	6	0	-14	1	-4	i	i	2.0
CCc1ccccc1NC(=O)c1ccc(-c2csc(C)n2)cc1
 : 2	-3	1	1	2	-8	-1	i	i	2.2
O=C(CCc1ccc(CCC(=O)c2cccs2)s1)c1cccs1
 : 9	-4	1	4	0	-8	6	i	i	5.1

# Already shown: entries from further up.
# Second line of a record: NadD inh	CSN inh	SUMO1 PPI mod	Rin1-Abl PPI inh	DNMT1 inh	Scp-1 inhibitor	STEP inh	Neddylation inh	Rpn11 block	LMPTP block
O=C(Oc1ccc(=O)n(-c2ccccc2)n1)c1cccc(Cl)c1
 : -1	6	-2	0	1	2	-1	i	i	-0.3
O=C(/C=C/c1ccc(F)cc1)NC(=S)N1CCOCC1
 : 1	1	0	-1	3	-9	2	i	i	-0.4

# Assay outcomes (PubChem)
